# Screening data from PubChem BioAssay.
# Apoferritin bind: candidate novel general anesthetic via apoferritin binding. apoferritin/1-aminoanthracene competitive binding, fluorescence. Potency, µM (highest dose often 77.5 µM), for inactives: at the top dose activity change, negative = displacement, most hits filed as inhibitors. 350,000 compounds, 0.074% hits. AID 485281; also: potency is read from the fitted curve at half-maximal effect; % is scaled to controls: 0 for no effect and ±100 for the full control effect; nearly all actives have a fitted effect of over 20% in size
#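 Horse-spleen apoferritin (10 uM) was mixed with 50% saturated 1-aminoanthracene in PBS, exposed to compounds for 10 min at room temperature, and read for fluorescence (ex 380 nm, em 535 nm). Competitive displacement was fitted with a four-parameter Hill equation.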
# ERG-DNA inh: inhibitors of human ERG Ets domain-DNA interaction; Potency, µM (top dose mostly 76.9 µM), for the others: at the top dose FP activity, negative = inhibition, actives largely listed as inhibitors; 370,000 compounds, 0.028% hits; fluorescence polarization, His-ERG Ets domain / labelled DNA; active = well fitted inhibition curve with a large enough effect in the polarisation, with a control signal flat; inconclusive = small, poorly fitted or top-dose-only effect, or effect the other way, or a change in a side signal; inactive = no such curve, though single readings can be large or run the other way; the % refers to the polarisation;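 also: polarization taken with two DNA probes labelled with fluorescein and Texas red; potency is read from the fitted curve at half-maximal effect; % of control where 0% means no effect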
# Target sequence (P11308 whole entry, looked up, the tested form may be a part): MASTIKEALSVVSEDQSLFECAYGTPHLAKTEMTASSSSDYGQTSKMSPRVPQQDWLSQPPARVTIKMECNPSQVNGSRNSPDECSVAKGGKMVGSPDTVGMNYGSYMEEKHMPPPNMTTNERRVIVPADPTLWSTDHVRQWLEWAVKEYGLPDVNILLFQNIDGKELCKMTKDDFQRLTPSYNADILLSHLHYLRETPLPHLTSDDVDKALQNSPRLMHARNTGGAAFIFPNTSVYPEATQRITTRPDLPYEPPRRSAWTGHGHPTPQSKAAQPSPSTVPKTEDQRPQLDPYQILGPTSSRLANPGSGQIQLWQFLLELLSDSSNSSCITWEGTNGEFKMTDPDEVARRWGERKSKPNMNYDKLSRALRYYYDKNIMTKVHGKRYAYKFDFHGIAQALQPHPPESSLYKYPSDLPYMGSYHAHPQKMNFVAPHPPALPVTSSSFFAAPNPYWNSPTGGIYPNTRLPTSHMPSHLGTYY
#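 His-tagged ERG Ets domain (1 uM in the protein solution; 300mM KCl, 50mM Tris-HCl, 1mM EDTA, 1mM DTT, pH 7.5) received compound, then a probe mix of 5 nM fluorescein-DNA and 100nM Texas-615-DNA. Fluorescence polarization was read for both dyes.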
# RGS4 inhibitor: human RGS4 inhibition; P49798; Transcreener GDP fluorescence polarization, RGS4-accelerated GTP hydrolysis; Potency, µM (titrated, usually from 114 µM), for the others: at the highest dose activity change, negative = inhibition, hits mostly inhibitors; 390,000 compounds, 0.039% hits; also: potency is read from the fitted curve at half-maximal effect; % is scaled to controls: 0 for no effect and ±100 for the full control effect; nearly all actives have a fitted effect of over 75% in size; some results filed as inactive show a strong effect at the top dose
# Target sequence (P49798 whole entry, looked up): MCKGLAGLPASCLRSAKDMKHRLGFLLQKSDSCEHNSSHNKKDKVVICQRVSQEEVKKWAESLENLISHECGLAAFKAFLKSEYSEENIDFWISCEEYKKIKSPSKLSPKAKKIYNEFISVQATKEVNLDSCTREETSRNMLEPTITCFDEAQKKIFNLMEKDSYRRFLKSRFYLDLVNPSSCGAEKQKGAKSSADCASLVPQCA
#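 MLSMR compounds (23 nl, pin-transferred) preincubated 10 min at room temperature with a 500nM (2x) first reagent, then RGS4 at 900nM (2x) plus Transcreener GDP mix added; fluorescence polarization (620/688 nm) read before and after 90 min at 30 °C.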
# APE1 inh: APE1 (human) endonuclease inhibition; recombinant APE1, TAMRA/BHQ-2 abasic DNA cleavage fluorescence; Potency, µM (doses to about 65.8 µM), inactives show at the top dose activity change, negative = inhibition, hits mostly inhibitors; 350,000 compounds, 0.35% hits;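 also: potency is read from the fitted curve at half-maximal effect; plate controls were vehicle for no effect and reference inhibitor for full effect; nearly all actives have a fitted effect of over 55% in size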
# Target sequence (P27695 whole entry, looked up): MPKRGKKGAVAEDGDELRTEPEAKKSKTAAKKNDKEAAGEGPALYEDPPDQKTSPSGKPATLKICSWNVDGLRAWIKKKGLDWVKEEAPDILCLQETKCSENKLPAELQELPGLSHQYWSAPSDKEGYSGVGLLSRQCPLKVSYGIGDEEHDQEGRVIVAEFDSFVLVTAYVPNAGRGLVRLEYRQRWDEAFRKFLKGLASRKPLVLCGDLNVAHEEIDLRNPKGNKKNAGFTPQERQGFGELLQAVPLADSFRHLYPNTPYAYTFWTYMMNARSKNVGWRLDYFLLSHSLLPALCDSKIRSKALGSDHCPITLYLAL
#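 Endonuclease cleavage of a quenched abasic-site DNA duplex (50 nM) by APE1 (0.75 nM) was tracked by TAMRA dequenching. Compounds were preincubated with enzyme 15 min at room temperature; data normalized to buffer-only and DMSO wells plus NSC13755 control.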
# POLK inh: blocks human DNA polymerase kappa activity; Q9UBT6; purified Pol kappa, fluorescent DNA synthesis assay, 10 min; Potency, µM (highest dose often 107 µM), for inactives: at the top dose activity, negative = inhibition, most hits filed as inhibitors; 400,000 compounds, 0.53% hits; also: potency is read from the fitted curve at half-maximal effect; % is scaled to controls: 0 for no effect and ±100 for the full control effect
#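 Readout: fluorescence, taken kinetically at 0 and 10 min. Conditions: 10 nM Pol kappa, 15 min RT compound preincubation, 50 nM substrate final. Controls: enzyme-free buffer wells.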
# POLB inh: blocks human DNA polymerase beta activity; Pol beta primer extension/strand displacement, fluorescence kinetic; P06746; Potency, µM (highest dose often 114 µM), inactives show at the highest dose activity change, negative = inhibition, usual class: inhibitors; AID 485314; 340,000 compounds, 1.3% hits; also: potency is read from the fitted curve at half-maximal effect; % is scaled to controls: 0 for no effect and ±100 for the full control effect
#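 Preincubation: enzyme (10 nM) with compound, 15 min, RT. Reaction: substrate added to 50 nM final. Reads: 0 and 10 min. Analysis: normalized, Hill fit.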
# LDHA block: inhibitors of human lactate dehydrogenase A | purified LDHA, NADH/diaphorase-resazurin fluorescence; active compounds read low | activity change, % (values are at about 110 or 230 µM) | 480,000 compounds, 0.15% hits | P00338; in the data active = activity change below about -30%; inconclusive = mostly about -25% to -30%;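 also: plate controls were DMSO wells for no effect and wells without enzyme for full effect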
#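 Human LDH5 (2 nM) was incubated with 0.06 mM NADH and 0.2 mM pyruvate for 5 min at room temperature in Tris pH 7.4. Remaining NADH was coupled through diaphorase/resazurin, and resorufin fluorescence was read at 0 and 20 min.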
# 12-LOX inh: ALOX12 (human) lipoxygenase inhibition | 580,000 compounds, 1.1% hits | P18054 | Potency, µM (series often up to 108 µM), for the others: top-dose activity change, negative = inhibition, actives largely listed as inhibitors | purified 12hLO, xylenol orange hydroperoxide absorbance; also: potency is read from the fitted curve at half-maximal effect; % is scaled to controls: 0 for no effect and ±100 for the full control effect
#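 Hydroperoxide product was detected by ferrous iron/xylenol orange as the 573 to 405 nm absorbance ratio. Arachidonic acid at 40 uM (final) was turned over for 30 min at room temperature by 150 nM human 12hLO, pH 7.0 Hepes buffer, after 15 min compound preincubation.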
# POLH inh: DNA polymerase eta (human) inhibition; Q9Y253; recombinant Pol eta, fluorescent DNA replication assay; Potency, µM (top dose mostly 114 µM), for inactives: at the top dose activity change, negative = inhibition, most hits filed as inhibitors; 390,000 compounds, 1.2% hits; AID 588591; also: potency is read from the fitted curve at half-maximal effect; % is scaled to controls: 0 for no effect and ±100 for the full control effect
#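 Fluorescent replication assay: 50 nM final substrate added after a 15 min room-temperature compound preincubation with 10 nM enzyme. Signal taken at 0 min and again at 10 min.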
# The depositor's hits bear a star; ? = inconclusive; nt = not tested or not shown; & = joins results of further samples; [ ] = remark or other dose. Unless noted, calls follow the shape of the dose curve; as a rule, active = well fitted curve in the direction sought with a large enough effect; inconclusive = small, poorly fitted or top-dose-only effect, or another doubt; inactive = no such curve, though single readings can be large; an effect the other way counts as inactive or inconclusive. This is a subset; the hit share may differ from the screen's.
SMILES,Apoferritin bind,ERG-DNA inh,RGS4 inhibitor,APE1 inh,POLK inh,POLB inh,LDHA block,12-LOX inh,POLH inh
O=C1C(c2ccnc3ccccc23)=C(O)c2ccccc21,4.6%,3.0%,-28.9%,8.8%,1.9%,-4.0%,-4.7,31.7%[activator],?
CCc1ccc(NC(=O)c2ccc(NC(=O)C3CCCO3)cc2)cc1 (centres undefined),0.2%,-5.7%,8.0%,8.9%,-10.7%,100.0%,-2.8,nt,-7.0%
C#CCOCCOCCOCCNc1nc(N2CCN(C(=O)[C@H](Cc3ccc(O)cc3)n3cc([C@@H](N)C(C)CC)nn3)CC2)nc(N2CCN(C(=O)[C@H](Cc3cc4ccccc4[nH]3)n3cc([C@@H](N)CC(C)C)nn3)CC2)n1 (some centres undefined),1.4%,0.0%,-18.6%,20.8%,2.7%,28.2µM*,-2.1,?,-9.5%
Cc1ccc(C(=O)NCc2cccnc2)cc1S(=O)(=O)N1CCCCCC1,-7.4%,-8.2%,-2.4%,-0.4%,-12.3%,1.5%,-7.0,0.0%,-21.0%
CC(=O)NS(=O)(=O)c1ccc(NC(=S)NC(=O)COc2ccccc2C)cc1,-9.7%,-0.7%,-0.5%,0.7%,-20.1%,90.3%,-2.8,-20.6%,-12.0%
Cc1nc(SCC(=O)NC2CCCCC2C)c(C#N)c(C)c1C (centres undefined),nt,5.6%[15.4 µM],-18.8%,-6.6%,-12.2%,nt,-6.1,2.1%,-11.2%
COc1ccc(Nc2nnc(-c3ccc(C)c(S(=O)(=O)NCCO)c3)c3ccccc23)cc1C(N)=O,-13.9%,-0.7%,8.4%,nt,-15.8%,-21.7%,1.1,-21.9%,?
O=C(CSc1nnc(Cc2cccs2)n1-c1ccc(Cl)cc1)NCc1ccc2c(c1)OCO2,-10.8%,-3.5%,-43.3%,-1.7%,-16.3%,11.9%,-2.0,0.0%,?
CC[C@]12c3[nH]c4ccc(OC)cc4c3CCN1C(=O)C(CC(=O)NCC13CC4CC(CC(C4)C1)C3)C[C@@H]2C(=O)N1CCN(C(=O)c2ccco2)CC1 (some centres undefined),nt,18.8%,12.0%,-17.8%,-6.6%,nt,1.7,nt,-6.8%
COc1ccc(C(=O)N2CCn3c(C)ccc3C2C)cc1 (centres undefined),-10.7%,-7.1%,-20.3%,-2.3%,-2.3%,12.9%,1.1,4.4%,-18.5%
COc1ccc(CNC(=O)c2ccc(Cn3nc(C)cc3C)o2)cc1,6.4%,7.6%,8.8%,7.1%,-7.0%,11.4%,-1.3,2.3%,-14.1%
Cc1c(Cc2ccccc2)c(=O)oc2cc(OC(=O)c3ccccc3)ccc12,-1.3%,-3.7%,1.9%,-0.8%,-9.0%,-21.2%,-1.6,0.9%,2.4%
COc1ccc(C(=O)NC2(C(F)(F)F)NC(=O)N(CCCc3ccccc3)C2=O)cc1OC (centres undefined),5.1%,5.5%,-40.6%,6.2%,-9.9%,37.2%,3.5,-9.5%,-15.9%
COc1ccc(OC)c(C2=NS(=O)(=O)N(C)C(C(=O)Nc3ccc(F)cc3F)=C2)c1,-10.2%&-5.6%,0.6%&-13.9%,-12.6%[56.9 µM],-3.0%,3.9%&1.8%,30.3%&1.7%,-6.2&-3.9,-28.9%&5.4%,-11.6%&-19.9%
CCN(CC)C(=O)CSc1nnc([C@H](CCSC)NC(=O)OC(C)(C)C)o1,-11.1%,-4.3%,9.4%,0.9%,-5.3%,-1.0%,-3.4,-2.6%,-14.9%
Cn1c(SCC(=O)C(C)(C)C)nnc1-c1ccc(F)cc1,-8.3%,2.3%,-2.1%,-5.5%,-14.8%,15.1%,-7.6,-3.3%,-3.5%
Cc1ccc(NC(=O)C2Cc3ccccc3CN2C(=O)c2ccco2)cc1S(=O)(=O)N(C)C (centres undefined),4.7%,-11.1%,-9.6%,-11.5%,-21.6%,?,-3.7,-17.5%,-18.9%
O=P(/C(=N/O)Sc1ccccc1)(N1CCOCC1)N1CCOCC1,-5.0%,-2.6%,6.6%,-2.4%,-3.5%,1.3%,-10.7,-25.5%,-0.2%
CC(NC(=O)C(=O)NCCN1CCN(C(=O)c2ccc([N+](=O)[O-])cc2)CC1)c1ccccc1 (centres undefined),2.4%,-4.7%,-3.1%,-0.3%,-6.4%,17.6%,-7.6,1.5%,-10.6%
CC(C)c1nnc(NC(=O)c2cccc(-n3cnnn3)c2)s1,-11.5%,-11.6%,-13.6%,6.3%,-6.5%,11.2%,-5.2,0.8%,-12.7%
O=C(CN1CCCC1)NCC1(c2ccccc2)CCOCC1,-4.0%,-0.7%,5.4%,19.2%,-6.4%,33.4%,-16.7,20.9%,-9.7%
Cc1ccc(S(=O)(=O)N2CCC(C(=O)OCC(=O)N(C)Cc3ccccc3)CC2)cc1C,nt,17.1%,15.2%,-10.9%,-23.2%,nt,-4.4,-28.1%,-1.7%
COc1ccc(-c2cc3nc(C)n(N)c(=O)c3s2)cc1,-0.8%,4.3%,-12.5%,-11.7%,-12.1%,-8.8%,-3.5,2.3%,-6.2%
Cc1cc(C)cc(-n2ccnc2SCC(=O)c2c(N)n(C3CC3)c(=O)[nH]c2=O)c1,nt,14.3%,-22.4%,1.1%,4.2%,nt,0.6,-29.6%,-9.4%
Cc1nn(CC(=O)NCCc2cccs2)c(=O)c2cc3ccccc3n12,-15.2%,-20.1%,-13.1%,14.5%,-3.9%,-28.4%,-3.1,9.9%,-12.5%
CC(C)(C)N1[C@@H](CC(=O)O)c2cc(C(F)(F)F)ccc2S1(=O)=O,nt,-9.9%,-2.4%,nt,10.1%&-18.3%,nt,-0.2,?,-9.2%
Cc1ccc(/C=C2/NC(=O)N(Cc3ccc(Br)cc3)C2=O)o1,-14.3%,-1.2%,?,-1.6%,-8.0%,1.8%,7.3,44.7µM*,-1.8%
COCCN1C(=O)/C(=C/c2ccc(Oc3ccc([N+](=O)[O-])cn3)c(OC)c2)SC1=Nc1ccccc1,-2.5%,5.1%,4.0%,-1.4%,2.5%,-10.2%,-6.7,-35.6%,-1.4%
CCOC(=O)c1c(C)oc2ncnc(Nc3ccc(OCC)cc3)c12,-4.9%,1.4%,-23.6%,nt,-1.0%,2.1%,-20.6,4.6%,-26.2%
CCO[C@@H]1OC(C(=O)N2CCN(Cc3ccc4c(c3)OCO4)CC2)=C[C@H](C2CCCCC2)[C@H]1CCCO,2.5%,-8.1%,9.7%,20.7%,0.0%,-9.7%,-1.7,-25.9%,-8.5%
CCCn1cnc2scc(-c3ccc(OC)cc3)c2c1=O,-23.0%,0.5%,16.6%,39.6%,0.0%,-15.2%,-5.6,1.6%,-17.0%
C=CCC[C@@H](Cc1ccc(F)cc1)C(=O)OC[C@@H](NC(=O)[C@H](CC=C)CC(=O)N(CCO)Cc1ccccc1)c1ccccc1,nt,4.4%,1.3%,21.6%,2.3%,nt,1.4,-2.3%,-19.6%
CCOC(=O)N1CCN(CC(=O)c2ccc(O)cc2O)CC1,-10.6%,7.0%,-16.7%,-20.2%,-7.2%,-9.5%,-1.3,-14.7%,-8.5%
CN1CCN(CC#CCC(O)(c2ccccc2)c2ccccc2)CC1,15.4%,-5.7%,28.0%,-1.7%,-9.2%,0.6%,0.1,-11.9%,-3.9%
NNC(=O)c1ccc(COc2cccc3ccccc23)cc1,-9.5%,7.9%,11.3%,-0.1%,-12.4%,1.3%,-1.6,-4.8%,-3.1%
CC1=CC(C)(C)N=C(Nc2nc(C)c3cc(C)cc(C)c3n2)N1,-13.5%,19.6%,-6.6%,5.7%,27.0%,21.8%,14.4&-0.7,?,-2.0%
COc1ccc(C2CC(=O)N(Cc3ccc(C)cc3)c3c2c(C)nn3-c2nc(C)cc(C)n2)c(OC)c1 (centres undefined),-10.3%,2.5%,2.0%,nt,6.0%,1.2%,0.4,-12.1%,-9.6%
CCCC1C(=O)N(Cc2ccccc2)C(=O)CC1C (centres undefined),?,3.4%,3.7%,2.7%,5.1%,5.0%,-0.2,2.6%,-14.4%
Cc1ccc2nc(NC(=O)C3CSC4(C)CCC(=O)N34)sc2c1 (centres undefined),nt,-4.4%,3.4%,-11.1%,-16.8%,nt,-4.0,?,-2.7%
CC(=O)Nc1ccc(N=Cc2ccc[nH]2)cc1,6.3%,-5.0%,-41.5%,-6.0%,-0.2%,6.1%,4.8,5.1%,-4.6%
Cc1ccc(C(C)C)c(OCCCN2C(=O)NC(C)(C)C2=O)c1,-16.2%,5.9%,19.3%,0.6%,-10.2%,18.9%,1.5,-19.1%,-3.0%
COc1ccccc1OCC(=O)Nc1nc2c(s1)CC(C)CC2 (centres undefined),7.5%,-4.8%,23.5%,nt,-6.1%,7.6%,1.9,?,-9.7%
C=CCn1c(SCC(=O)Nc2nc(C)cs2)nnc1C(C)NC(=O)c1ccccc1Cl (centres undefined),-3.9%,-6.7%,17.5%,2.8%,-18.3%,-2.7%,-3.4,0.0%,-2.2%

# Complete entries from above. Screens in order: Apoferritin bind	ERG-DNA inh	RGS4 inhibitor	APE1 inh	POLK inh	POLB inh	LDHA block	12-LOX inh	POLH inh
# Profile of Cc1ccc2nc(NC(=O)C3CSC4(C)CCC(=O)N34)sc2c1 (centres undefined) → nt	-4.4%	3.4%	-11.1%	-16.8%	nt	-4.0	?	-2.7%
# Profile of Cc1ccc(C(C)C)c(OCCCN2C(=O)NC(C)(C)C2=O)c1 → -16.2%	5.9%	19.3%	0.6%	-10.2%	18.9%	1.5	-19.1%	-3.0%
